PglD DTNB: inhibitors of Campylobacter jejuni PglD acetyltransferase | purified PglD enzyme, DTNB colorimetric CoA detection | inhibition, % at 12.5 µM | 360,000 compounds, 0.098% hits; in the data active means inhibition above about 16%, passing the limit was not always enough; further: strong numbers were not always called active
FN deposit inh: fibronectin deposition inhibition. AH1F fibroblasts, Alexa488-fibronectin deposition fluorescence, overnight. inhibition, % at 12.6 µM. 350,000 compounds, 0.086% hits. AID 743247;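 active means mean inhibition across replicates of 30% or more, regardless of how many single replicates reach that level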;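 further: positive control wells lacked labelled fibronectin entirely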
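Assay system: AH1F fibroblasts assembling fluorescent fibronectin matrix; Amount: 10000 AH1F cells per well; Buffer or medium: DMEM, 2% serum; Probe or stimulus: Alexa488-fibronectin, 24 nM final in well; Doses: single compound dose, delivered by pin transfer; Incubation: 1 h adhesion, overnight exposure; Measured by: fluorescence 485/525 nm; Read-out: fibronectin deposition inhibition.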
PGC1a acetyl inh: lowers PGC1a acetylation signal in U2OS cells. AlphaScreen anti-acetyl-lysine; with virally co-expressed GCN5 acetyltransferase. 350,000 compounds, 0.17% hits. AID 651687. inhibition, % at 15.6 µM;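 active means every replicate shows inhibition of at least 40%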;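 further: 0% = neutral control wells and 100% = positive control wells; some results beyond the cut were filed as inactive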
Statin myotox sup: protects C2C12 myotubes from simvastatin toxicity | ATP luminescence, 48 h; scaled: DMSO 0, geranylgeraniol control 100 | rescue of ATP level, % at 7.49 µM | 330,000 compounds, 0.78% hits | AID 602340;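 active means mean ATP rescue above about 67%, or every replicate alone reaching that limit, limit read from the data, passing the limit was not always enough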;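 further: myotubes were challenged with 10 µM simvastatin during compound exposure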
INS-1E GSIS act: primary screen for activators of insulin secretion dependent on glucose, INS-1E cells, GLuc reporter luminescence; INS-1E GLuc reporter insulin secretion, 2-3 h; AID 743287; 370,000 compounds, 0.61% hits; activation, % at 16.6 µM;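 active means lowest replicate activation of at least 40%, so every replicate reaches that level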;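 further: 0% = median of neutral control wells and 100% = median of IBMX positive control wells; some compounds called inactive have numbers as strong as hits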
Cneo AK release: Cryptococcus neoformans lysis via adenylate kinase release; lysis activity, % at 15 µM; AID 651654; C. neoformans lysis, adenylate kinase release luminescence, 4 h; normalised: neutral wells 0, clomiphene wells 100; 360,000 compounds, 0.2% hits;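 active means mean lysis activity across replicates of at least 80%, whatever share of replicates individually reach that level; inactive means mean lysis activity below 80%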
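read-out = cell lysis signal | test system = log-phase Cryptococcus neoformans yeast cells | input = cells at 5 × 10^6 per mL | medium = fresh YPD growth medium | signal = luminescent adenylate kinase detection reagent | timing = 4 h at 37 °C static, read 1 h later | dosing = single dose | controls = Clomiphene as positive lysis control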
F508del corr: correctors of CFTR F508del function in bronchial epithelial cells | activity (quench increase), % at 7.58 µM | AID 720511 | CFBE cells, YFP halide quenching; stimulated with forskolin plus potentiator P3; % fluorescence drop versus neutral controls | 350,000 compounds, 0.36% hits;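 active means mean added fluorescence quench of at least 8% versus neutral control, with both replicates also reaching 8%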;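 further: cells transiently co-express mutant CFTR-F508del with the halide-sensitive YFP; corrector assay measuring rescue of mutant channel to the surface after 24 h compound exposure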
miR-122 sensor: blocks miR-122 activity in Huh7 sensor cells | AID 602342 | Huh7 miR-122 Renilla luciferase sensor, 48 h; neutral wells = 0, positive control = 100 | activation (reporter increase), % at 12.5 µM | 340,000 compounds, 0.3% hits;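 active means mean replicate activation score at least 90 and every replicate individually at or above 90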;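 further: higher luciferase means less miR-122 activity so hits act as miR-122 inhibitors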
The depositor's hits bear a star; x = no result given; [ ] = another dose, or the depositor's remark.

SMILES	PglD DTNB	FN deposit inh	PGC1a acetyl inh	Statin myotox sup	INS-1E GSIS act	Cneo AK release	F508del corr	miR-122 sensor
Cc1c(S(=O)(=O)N2CCN(C(c3ccccc3)c3ccccc3)CC2)c(=O)n(C)c(=O)n1C	0	3	-9	23	x	-1	1.2	10
CC(=O)N1CCN(S(=O)(=O)c2ccc(S(=O)(=O)NC3CCCCC3)cc2)CC1	3	-1	-2	32	-1	4	1.4	-1
Cc1nc2cc(S(=O)(=O)N(C)C)ccc2n1-c1ccccc1	-1	4	-3	0	x	0	x	-2
O=C(Cc1ccccc1)N/N=C/c1cccnc1	-3	4	-4	10	6	-2	3.1	-9
CC(=O)c1cccc(OC(=O)c2cc(S(=O)(=O)N3CCOCC3)ccc2N2CCCC2)c1	-1	4	0	-11	-13	-4	-2.7	4
O=c1n(-c2ccccc2)c(=O)n2n1CC(COc1ccccc1)=C1[C@@H](c3ccccc3)OB(O)C[C@@H]12	2	x	-3	x	x	-13	-4.0	x
CCOc1ccc(C(=O)Nc2ccc(S(=O)(=O)N3C[C@@H]4C[C@@H](C3)c3cccc(=O)n3C4)cc2)cc1	6	x	-5	10	-2	0	-2.9	0
CC(C)CC(=O)NNC(=S)Nc1ccc(S(N)(=O)=O)cc1	1	0	4	10	-9	5	0.4	-8
O=C(O)C(Cc1ccnc2ccccc12)=NO	6	-9	2	3	18	-2	2.5	-9
Cn1nccc1-c1cc(Cl)cc(Cl)c1O	2	8	4	x	-12	0	2.0	-8

Some entries already given, showing only PGC1a acetyl inh, Cneo AK release and miR-122 sensor.
smiles	PGC1a acetyl inh	Cneo AK release	miR-122 sensor
O=C(O)C(Cc1ccnc2ccccc12)=NO	2	-2	-9
O=C(Cc1ccccc1)N/N=C/c1cccnc1	-4	-2	-9
Cn1nccc1-c1cc(Cl)cc(Cl)c1O	4	0	-8

More results:
SMILES	PglD DTNB	FN deposit inh	PGC1a acetyl inh	Statin myotox sup	INS-1E GSIS act	Cneo AK release	F508del corr	miR-122 sensor
CC(OC(=O)Cc1c[nH]c2ccccc12)C(=O)NC1(C#N)CCCCC1 (stereo not drawn)	-5	2	4	x	-2	0	0.6	8
CC(=O)c1cccc(NC(=O)COc2ccc3oc(=O)cc(C)c3c2)c1	0	x	10	5	6	-1	2.0	-2
CC1CN(C(=O)c2ccn(C)n2)CC(C)O1 (stereo not drawn)	1	-2	3	x	x	5	0.1	4
Cc1ccc2c(C)c(C(=O)Nc3cccnc3)oc2c1C	5	1	x	1	1	-2	-3.2	-10
O=C(NCCCN1CCCCC1)c1ccc2c(=O)n(CCc3ccccc3)c(=O)[nH]c2c1	3	-4	-31	3	x	0	x	-2
Cc1nc2cc(N)ccc2n1C1CCCCC1	x	-7	8	x	20	x	1.5	x
COc1ccc(Cn2nnnc2CN(Cc2cc3cccc(C)c3[nH]c2=O)C2CCCC2)cc1	-3	x	30	11	-13	3	2.5	x
O=C(Cn1nc(-c2cccc([N+](=O)[O-])c2)c2ccccc2c1=O)NCC1CCCO1 (stereo not drawn)	x	-10	-3	-1	36	x	2.1	-7
O=C(NCC(c1ccco1)N1CCc2ccccc2C1)C(=O)Nc1cc(F)ccc1F (stereo not drawn)	0	7	x	0	6	-1	2.8	x
COc1ccccc1CNC(=O)C[C@H]1C=C[C@@H](NC(=O)CC2CC2)[C@@H](CO)O1	1	2	-3	-3	-4	8	-1.4	x
Cc1ccccc1S(=O)(=O)NC1OC(=O)C(Oc2ccccc2)=C1Br (stereo not drawn)	x	-8	x	x	-18	x	2.1	17
O=C(Nc1cccc(NC(=O)c2ccco2)c1)c1cnccn1	-6	15	0	0	4	1	x	1
CCCCC(OC(=O)CN1C(=O)COc2ccccc21)C(=O)NC1CCCCC1 (stereo not drawn)	7	-3	-7	16	-7	-1	2.4	4
Clc1ccc2c(NCc3ccccn3)ncnc2c1	-1	x	-5	-7	x	-7	x	22
CC(C)C#Cc1ccc([C@H]2[C@@H](C#N)N(C(=O)C3CCC3)[C@H]2CO)cc1	0	0	18	14	20	-4	-2.5	x
Cc1ccc(SCC(=O)N2CCN(c3ccccn3)CC2)cc1	0	-6	-3	9	3	6	2.2	8
Cc1cccc(C(=O)N(Cc2cccs2)C2CCS(=O)(=O)C2)c1 (stereo not drawn)	-1	1	14	2	35	-1	1.5	-8
Cc1cccc2[nH]c3c(N4CCN(C(=O)c5ccco5)CC4)ncnc3c12	0	x	x	-1	x	-1	x	13
Cc1cc(OCCCC(=O)NCCc2nnc3ccccn23)ccc1Cl	0	2	x	1	0	-2	-3.1	x
OCCCC1CCCCN1Cc1nc(Cc2ccccc2Cl)no1 (stereo not drawn)	6	x	5	-8	-4	-3	0.0	-10
CC(C)n1c(O)c(N=NC(=O)CNC(=O)Cc2ccc(Cl)cc2)c2ccccc21	0	3	-1	23	8	2	-0.1	0
NCC[C@H]1CC[C@H](NC(=O)NC2CCCCC2)[C@H](CO)O1	2	-4	-3	-4	14	3	-0.9	x
COc1cccc(CN2CCC(C(=O)N3CCN(Cc4ccc5c(c4)OCO5)CC3)CC2)c1OC	-4	9	1	-7	2	-3	1.8	-6
CC(C)CCn1nnnc1CN1CCN(C(c2ccccc2)c2ccccc2)CC1	2	-7	x	x	-31	0	0.0	x
CCN(CC)C(=O)CSc1nc(COc2ccccc2)nc2ccccc12	3	4	18	5	-19	2	-2.5	3
C[C@@H]1CCCCO[C@H](CN(C)C(=O)C2CCCCC2)[C@@H](C)CN([C@@H](C)CO)C(=O)c2cc(NC(=O)Cc3ccccc3)ccc2O1	0	x	10	24	-24	-2	-0.9	-13[16.7 µM]
CCn1cnc2cc(NC(=O)c3cccs3)ccc21	1	x	-8	0	-4	-8	-0.3	7
O=C(Cc1c(F)cccc1Cl)Nc1nccs1	3	2	10	-6	-2	-1	-0.8	5
Cc1ccccc1NC(C)C(=O)N/N=C/c1ccccc1OCc1cccc(Br)c1 (stereo not drawn)	-5	0	2	12	x	-3	x	-3
COCc1ccc(C(=O)Nc2ccccc2C(=O)NCc2cccnc2)cc1	3	-5	11	50	16	6	-0.8	-4
CO[C@@H]1CN(C)C(=O)c2ccc(NS(C)(=O)=O)cc2OC[C@@H](C)N(CC2CC2)C[C@@H]1C	2	-4	-8	-22	0	2	-0.3	x
CC(C)COP(=O)(OCC(C)C)C(Nc1ccccc1)c1ccccc1 (stereo not drawn)	-5	7	x	-12	-22	-1	3.4	3
CCC(C)NC(=O)C(=O)NCc1ccncc1 (stereo not drawn)	8	x	-6	5	-6	-3	x	0
ONC=Nc1cccc2nonc12	5	x	3	146*	x	1	x	-3
O=C(O)c1ccc(Cl)c(S(=O)(=O)N(Cc2ccccc2)c2ccccc2Cl)c1	6	2	8	-23	8	-2	-0.6	-7
O=C(CNCCC1=CCCCC1)Nc1ccc(N2CCCCCC2)cc1	-9	x	5	-2	x	-13	x	-4
COc1ccccc1-c1noc(-c2cc(OC)c(OC)c(OC)c2)n1	2	-1	-8	-10	x	1	x	1
CO[C@H]1CN(C)C(=O)c2cc(C#N)ccc2OC[C@H]2O[C@@H](CC[C@@H]2OC)CCN(C)C(=O)[C@H]1C	0	2	19	2	2	5	2.7	x
COc1ccc(-c2nc(N3CCCC3)[nH]c(=O)c2C#N)cc1	-4	-9	7	3	x	4	x	-14
CCCCN(CC)C(=O)CN(C)S(=O)(=O)c1cccc2nsnc12	-9	x	2	3	x	2	x	-1
O=c1oc2ccccc2c(Nc2cccc(O)c2)c1[N+](=O)[O-]	-1	3	10	132*	x	-1	x	29
COCCn1c(N)c(N(Cc2ccccc2)C(=O)Cc2ccccc2F)c(=O)[nH]c1=O	-3	13	x	-7	5	0	0.7	-2
COc1cccc(S(=O)(=O)N2C[C@H](O)COC[C@@H]3O[C@H](CC(=O)N4CCN(c5ccccc5)CC4)CC[C@H]32)c1	2	-3	-9	-3	-6	-2	0.7	-7[16.7 µM]
COc1ccc2c(c1)NC(=O)CC(c1ccccc1)=N2	8	-3	20	2	x	2	x	-2
CCC(=O)N1[C@@H](CO)[C@@H](c2ccc(-c3cccnc3)cc2)[C@@H]1CN(CC)C(C)=O	-1	x	-1	-11	4	1	-2.8	-6[16.7 µM]
CN1C(=O)c2cc(NC(=O)C3CCOCC3)ccc2OC[C@@H]2O[C@H](CC(=O)NC3CCCC3)CC[C@@H]21	2	6	2	13	3	-4	3.1	-2[16.7 µM]
Cc1csc(CN(C)C(=O)CC2C(=O)NCCN2Cc2ccc(-c3ccccc3)cc2)n1 (stereo not drawn)	x	8	4	0	-15	x	-1.1	1
O=C(O)c1cc(N2CCOCC2)nc2ccccc12	6	-2	x	4	2	-1	2.1	-1
Cc1cccc(-n2ccnc2SCC(=O)O)c1C	4	x	-2	0	-2	1	-0.5	-6
Cc1cccn2c(=O)nc(SCC(=O)Nc3ccc4c(c3)OCCO4)nc12	3	-4	1	0	10	3	-0.6	-10

Quoted at random: 3 records from the list.
SMILES	PglD DTNB	FN deposit inh	PGC1a acetyl inh	Statin myotox sup	INS-1E GSIS act	Cneo AK release	F508del corr	miR-122 sensor
O=C(O)c1cc(N2CCOCC2)nc2ccccc12	6	-2	x	4	2	-1	2.1	-1
Cc1cccc(-n2ccnc2SCC(=O)O)c1C	4	x	-2	0	-2	1	-0.5	-6
CCC(=O)N1[C@@H](CO)[C@@H](c2ccc(-c3cccnc3)cc2)[C@@H]1CN(CC)C(C)=O	-1	x	-1	-11	4	1	-2.8	-6[16.7 µM]

(list continues)
SMILES	PglD DTNB	FN deposit inh	PGC1a acetyl inh	Statin myotox sup	INS-1E GSIS act	Cneo AK release	F508del corr	miR-122 sensor
O=c1[nH]c(C2CCCN(S(=O)(=O)Cc3ccccc3)C2)nc2c1nnn2Cc1cccc(Cl)c1 (stereo not drawn)	2	-2	x	16	2	1	-0.4	1
Cc1ccc(C(CNS(=O)(=O)c2cc(F)ccc2F)N2CCN(C)CC2)cc1 (stereo not drawn)	-2	4	x	-7	16	-4	-0.7	x
Cc1ccc(C(=O)N2CCN(c3ccc(C(F)(F)F)cn3)CC2)o1	-8	-7	x	0	-36	0	0.1	x
C[C@@H]1CCCCO[C@@H](CN(C)C(=O)Nc2ccccc2)[C@@H](C)CN([C@H](C)CO)C(=O)c2cc(NC(=O)Nc3cccc4ccccc34)ccc2O1	-1	-13	0	x	10	6	-0.2	8[16.7 µM]
COc1ccc(C(=O)Sc2ccc(Cl)cc2)cc1OC	0	x	2	12	x	2	x	-10
CCCCC1(C(=O)OCC)CC(CN2CCOCC2)OC1=O (stereo not drawn)	0	x	-6	-7	x	0	x	-1
COc1ccc(S(=O)(=O)Nc2cccc3c2O[C@H](CN(C)Cc2ccc(Cl)c(Cl)c2)[C@H](C)CN([C@@H](C)CO)C3=O)cc1	x	2	-3	x	-30	x	-4.2	2[16.7 µM]
Cc1cc(C(=O)OCC(=O)NCCc2ccccc2)c(C)o1	-2	x	29	-6	x	-2	x	4
COc1ccc(CCNC(=O)c2c(C)nc3ccccn23)cc1	3	-6	6	2	-10	4	-0.1	-6
COc1ccc2nc(NC(=O)c3sc4nc(C)cc(C)c4c3N)sc2c1	5	-6	4	-44	20	2	-5.9	-2
C[C@@H]1CCCCO[C@H](CN(C)C(=O)CCCN(C)C)[C@@H](C)CN([C@@H](C)CO)C(=O)c2cc(N(C)C)ccc2O1	1	x	8	3	4	-1	-1.3	14[16.7 µM]
O=C(CSc1ccc(-c2ccco2)nn1)Nc1ccccc1	x	-1	4	x	-9	x	-0.9	x
